H9c2 TAG inh = inhibitors of triacylglycerol accumulation, primary screen, cell-based, uHTS, fluorescence, H9c2; H9c2 cells, Nile Red lipid (TAG) fluorescence; cells loaded with 200 µM oleic acid; inhibition, % at 12.5 µM; 0.66% of 230,000 active;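 active = pattern-corrected inhibition of lipid staining of at least 50% with the nuclear-stain viability signal not falling by more than 50%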;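 also: 0% = DMSO wells and 100% = triacsin C control wells; some results filed as inactive read as strong as hits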
H9c2 TAG inh DAPI viability = further read-out of H9c2 TAG inh, marked with its call; DAPI nuclei signal change (viability), lower = more cytotoxic, %;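 whole-well DAPI fluorescence read on a plate reader as a viability signal; minus 50 percent equals half of cells still viable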
Numbers without * were called inactive; i = inactive; & = joins results of further samples. These rows are one share of the data. The share of hits here may be higher or lower than overall.

compound | H9c2 TAG inh | H9c2 TAG inh DAPI viability
COc1ccc2[nH]c(CN3CCN(CC=C(C)C)C(CCO)C3)c(C)c2c1 (configuration not stated) | 18 | -10
CCOC(=O)Cn1c(=O)oc2cc(S(=O)(=O)NCCCc3ccccc3)ccc21 | 10 | 9
COc1ccc(/C=C2/C(=O)N(c3cccc(F)c3)N=C2C)c(OC)c1 | 3 | -2
Cc1ccc(Oc2cnn(-c3ccccc3)c(=O)c2Br)cc1 | -12 | 12
O=C(O)CC1(CC(=O)Nc2ccc(F)c(Cl)c2)CCCCC1 | 14 | -8
N/C(=N\OC(=O)Oc1ccccc1)c1ccc(Cl)cc1 | -13 | 3
Cc1ccccc1C(=O)Nc1nncs1 | 5 | -9
CCOC(=O)c1cnn(-c2ccccc2)c1NC(=O)CN1CCCCC1 | 8 | 6
O=C(/C=C/c1c(F)cccc1Cl)Nc1ccncc1 | 17 | 2
Cc1cccc(NC(=O)c2nc[nH]c2C(=O)N[C@@H](CC(C)C)C(=O)OC(C)(C)C)c1 | -9 | -21
CCNC(=S)NNC(=O)c1csc(C(C)C)c1 | 13 | -7
OCCNCc1cccc(Br)c1 | -3 | 3
COCCCN(C(=O)Cn1ncc2c(=O)oc3ccc(C)cc3c21)C(C)c1ccncc1 (configuration not stated) | -4 | -6
Cc1ccc2c(c1)c1c(n2C)-c2[nH]ncc2CC1 | 10 | 9
CCOc1cc(C=O)cc(Br)c1OCC(=O)NCCc1ccccc1 | -5 | 11

Whole records, looked up by structure. Screens in order: H9c2 TAG inh, H9c2 TAG inh DAPI viability
Listed for OCCNCc1cccc(Br)c1 = -3, 3
Listed for Cc1ccccc1C(=O)Nc1nncs1 = 5, -9

(more compounds)
compound | H9c2 TAG inh | H9c2 TAG inh DAPI viability
COc1ccc(CCNC(=O)c2nonc2N)cc1 | -2 | -11
O=C1C=C(c2cccc(Cl)c2)C[C@@H](c2ccc3c(c2)OCO3)C1 | -6 | 6
COc1ccccc1NC(=O)Nc1ccccc1SC | 12 | -11
CCCc1cc(=O)[nH]c(SCC(=O)Nc2ccccc2C#N)n1 | -6 | 4
Cc1csc(NC(=O)C(C)Oc2ccc(Br)cc2)n1 (configuration not stated) | -7 | 2
O=[N+]([O-])c1ccc(C(S(=O)(=O)Cc2ccccc2)S(=O)(=O)Cc2ccccc2)cc1 | -6 | -4
CS(=O)(=O)c1cccc(C(=O)NCc2ccc(F)cc2)c1 | 6 | 9
CC1(C)CC(=O)C(C=NCCO)=C(O)C1 | -6 | 4
CCOC(=O)NCc1ccc2[nH]c(C)cc2c1 | -2 | 1
CCOC(=O)C1CCN(C(=O)c2ccc(NC(=O)C3CCCO3)cc2)CC1 (configuration not stated) | 31 | -8
O=C1Cc2cc(S(=O)(=O)N3CCN(c4ccccc4)CC3)ccc2N1 | 3 | 8
CC1(C)CC(=O)/C(=C\c2cccc([N+](=O)[O-])c2)C(C)(C)N1 | 6 | -3
O=C(CCS(=O)(=O)c1cccc2nonc12)NC1CCCCCC1 | 4 | 11
Cc1ccc(C(=O)N/C(=C/C=C\c2ccccc2)C(=O)NCc2ccco2)cc1 | 15 | -8
CCCCN(C(=O)c1cc(OC)c(OC)c(OC)c1)C1=CC2CCC(C1)N2C (configuration not stated) | 1 | 7
Cc1ccc(S(=O)(=O)N(C)C)cc1NC(=O)c1cc(-c2ccncc2)nc2ccccc12 | 30 | -4
CC(C)N(C(=O)[C@H]1C[C@H](CC(=O)NCCc2ccccn2)C(=O)N2CCc3c([nH]c4cc(-c5ccco5)ccc34)[C@]12C)C(C)C | 0 | 4
COc1cc(C(C)=O)ccc1OCc1cn(CC(=O)c2ccc(O)cc2)nn1 | -12 | 7
COc1ccc(NC(=O)CCC(=O)N/N=C/c2ccncc2)cc1 | 5 | 0
O=C1CCc2cc(S(=O)(=O)N3CCCCC3)cc3c2N1CC3 | 20 | -3
COc1ccccc1N1CCN(C(=O)CSc2nc3ccccc3nc2N2CCCCC2)CC1 | 15 | 4
Cc1ccc2ccc(C(Nc3ccccn3)c3ccccc3)c(O)c2n1 (configuration not stated) | 10 | -6
CCOC(=O)C1(Cc2ccccc2C#N)CCCCC1=O (configuration not stated) | -11 | 4
COc1ccccc1-c1ccc(SCc2cccc(F)c2)nn1 | -33 | 19
Cc1ccc(NCc2n[nH]c(=S)n2-c2ccccc2)c(C)c1 | -45 | 11
Cc1cc(C)n2[nH]c(=O)c(N=Nc3ccc(S(N)(=O)=O)cc3)c2n1 | 31 | -20
COc1ccc(NC(=O)CSc2n[nH]c(C)c2[N+](=O)[O-])cc1 | 5 | -6
CC(C)OC(=O)Nc1ccc2c(c1)N(C(=O)CCN1CCN(CCO)CC1)c1ccccc1CC2 | 4 | 6
CC(=O)Nc1ccc(N/C=C(\C=O)c2nc3ccccc3o2)cc1 | 8 | 0
CC(C)(C)NC(=O)C(c1ccc(O)cc1)N(Cc1ccc2c(c1)OCO2)C(=O)CCl (configuration not stated) | -1 | -3
CC(Sc1ncccn1)C(=O)N1CCc2ccccc21 (configuration not stated) | -1 | -4
O=c1c2c3c(sc2ncn1Cc1ccc(F)cc1)CCC3 | -10 | 0
O=C(NNC(=O)c1ccccc1O)c1ccc(S(=O)(=O)Nc2ccccc2)cc1 | -25 | -16
CC(=O)c1cccc(N=C2NC(=O)CS2)c1 | -5 | -4
C(=N\N1CCN(C(c2ccccc2)c2ccccc2)CC1)/c1ccc2c(c1)OCO2 | 12 | -8
CCC(=O)Nc1cc(C(C)C)c(O)cc1C | -3 | 1
O=C(Cn1[nH]c(=O)c2ccccc2c1=O)OCC(=O)N1CCCc2ccccc21 | 5 | -7
Cc1cc2c(cc1S(=O)(=O)CCC(=O)NC1CCC(C)CC1)OCC(=O)N2 (configuration not stated) | -9 | 6
COc1ccc(C(=O)NCC(=O)OCc2ccc([N+](=O)[O-])cc2)cc1 | -11 | -2
Nc1nnc(SCC(=O)Nc2cccc(Cl)c2)s1 | 5 | -8
CCOC(=O)/C(C#N)=C1\CCCN1CC(N)=S | -2 | 3
Cn1c(CSc2nc3ccccc3s2)nnc1SCC(=O)NCCCN1CCOCC1 | -6 | 3
Cc1cc(=O)n2c(C(=O)Nc3ccc(C(=O)OC(C)C)cc3)c(C(=O)Nc3ccccc3)sc2n1 | 1 | 2
C=CCN(CC=C)CCCOc1ccccc1C(=O)OC | 7 | -2
Cc1ccc(S(=O)(=O)NC(=O)C2(C)CCN2C(=O)c2ccccc2CCc2ccccc2)cc1 (configuration not stated) | -1 | 5
C/C(Cc1ccccc1)=N\NC(=O)CNC(=O)COc1ccccc1 | -5 | 1
CCCNC(=O)C1CCN(S(=O)(=O)c2ccc3[nH]c(=O)ccc3c2)CC1 | -25 | -1
Cc1cc(N/C(=N\S(=O)(=O)c2ccc(Cl)cc2)c2ccc(F)cc2)no1 | -14 | 27
CCOc1cccc(OCCCCN2CCOCC2)c1 | 3 | 4
COCOCCn1cc(CN2CCS(=O)(=O)N(Cc3ccc(-c4ccc(OC)cc4)cc3)C(CC(C)C)C2=O)nn1 (configuration not stated) | 4 | -3
O=C(NCc1ccncc1)C(=O)N/N=C/c1ccccc1OCc1ccccc1 | 3 | 9
COc1ccccc1CN1CC(C(=O)NCc2cc(C)on2)CCC1=O (configuration not stated) | 2 | -3
OC(c1ccccc1)(c1ccccc1)C1CCN(C(=S)Nc2ccc(F)cc2)CC1 | 10 | -4
Cc1cccc(OCCCC(=O)NNC(=O)CCN2CCN(c3ccccc3)CC2)c1 | 7 | 6
Cc1ccc(S(=O)(=O)N(CC(=O)NCc2ccncc2)C2CCCCC2)cc1 | -8 | -7
Cc1ccnc(SCC(N)=O)n1 | 2 | 2
Cc1ccc(C2CC(c3cccs3)=NN2C(=O)c2ccco2)o1 (configuration not stated) | -2 | 3
Cc1cccc(NS(=O)(=O)c2ccc(C)c(C(=O)NCc3cccnc3)c2)c1 | -2 | 5
O=C(COc1ccc(F)cc1)Nc1nnc(C2CCCCC2)s1 | 2 | -4
O=C1CCCC/C=C\C[C@H](CC(=O)N(CCO)Cc2ccccc2)C(=O)NC[C@H](c2ccccc2)O1 | 27 | -10

Going on with the list.
structure | H9c2 TAG inh | H9c2 TAG inh DAPI viability
CCOC(=O)COc1cccc2c(=O)n(CC(=O)N3CCCCC3)ccc12 | 2 | 2
O=C(Nc1ccc2c(c1)nc1n2CCOC1)c1ccccc1 | -7 | 1
CCCC(=O)Nc1ccc2c(c1)nc(CN1CCCC1)n2C | 12 | -4
Cc1ccc(C)c(N2CCN(C(=O)CCc3nc(-c4ccccc4F)no3)CC2)c1 | -4 | -3
Cc1csc2nc(CNS(=O)(=O)N(C)C)cn12 | -1 | 6
O=S(=O)(O)c1ccc2c(c1)C(C(Cl)(Cl)Cl)OC(C(Cl)(Cl)Cl)O2 (configuration not stated) | 9 | -11
O=C(Nc1ccc([N+](=O)[O-])cc1)C(c1ccccc1)c1ccccc1 | -41 | 9
CN(Cc1ccccc1)c1ccc2nnc(-c3ccccc3)n2n1 | -23 | 4
O=C(c1ccco1)N(CCC(c1ccccc1)c1ccco1)Cc1ccco1 (configuration not stated) | -10 | 2
CCCCCC(=O)NNC1CC(=O)N(c2ccccc2)C1=O (configuration not stated) | -1 | -6
O=C(c1ccc(NS(=O)(=O)/C=C/c2ccccc2)cc1)N1CCCCC1 | 7 | -1
COc1cc(OC)c(NC(=O)N2CCOCC2)cc1Cl | -4 | -4
CCOc1ccc(NC2c3ccccc3C(=O)N2Cc2ccc3c(c2)OCO3)cc1 (configuration not stated) | -26 | -6
O=C1N=c2ccccc2=C1c1sc(Nc2ccc(O)cc2)nc1O | 7 | 0
CC(=Nc1ccc(Br)cc1)c1sc2ccccc2c1O | 5 | -4

Continued, starting with the last 6 of the part before.
structure | H9c2 TAG inh | H9c2 TAG inh DAPI viability
CCCCCC(=O)NNC1CC(=O)N(c2ccccc2)C1=O (configuration not stated) | -1 | -6
O=C(c1ccc(NS(=O)(=O)/C=C/c2ccccc2)cc1)N1CCCCC1 | 7 | -1
COc1cc(OC)c(NC(=O)N2CCOCC2)cc1Cl | -4 | -4
CCOc1ccc(NC2c3ccccc3C(=O)N2Cc2ccc3c(c2)OCO3)cc1 (configuration not stated) | -26 | -6
O=C1N=c2ccccc2=C1c1sc(Nc2ccc(O)cc2)nc1O | 7 | 0
CC(=Nc1ccc(Br)cc1)c1sc2ccccc2c1O | 5 | -4
COc1ccc(C(Nc2cc(C)ccn2)c2ccc3ccc(C)nc3c2O)cc1 (configuration not stated) | 2 | 9
CN(C(=S)NC(=O)c1ccccc1)C1CCCCC1 | -6 | 3
COc1ccc(C)cc1NS(=O)(=O)c1ccccc1 | -2 | 4
CCOC(=O)CSc1nnc(-c2c[nH]c3ccccc23)o1 | -5 | -2
Cc1ccc(C)n1NC(=O)c1cccs1 | -5 | 9
COc1cc(CNn2nnnc2N)ccc1OCc1c(Cl)cccc1Cl | -5 | 8
Cc1noc(C)c1C(=O)Nc1cccc(S(=O)(=O)N2CCOCC2)c1 | -5 | -2
Cc1cc(O)c(Sc2ccc(Cl)cc2)c(=O)[nH]1 | 8 | -2
CCOCCn1c(COc2ccccc2)nc2ccccc21 | -27 | -10
CCOC(=O)N1CCN(C(=O)COC(=O)c2oc3ccc(OC)cc3c2C)CC1 | -10 | 6
CCOC(=O)N(C)c1c(CC)nc2c(OCCC3CCCCC3)cccn12 | 7 | -11
Cc1cccc(NC(=O)CSc2nc(=O)n(CCCN3CCOCC3)c3c2CCCC3)c1 | -2 | -2
O=C(CSc1nc2ccccc2[nH]1)NC(=O)NCc1ccco1 | 1 | -14
Cn1c(CSc2ncccn2)nnc1SCC(=O)N1CCCC1 | 4 | -6
Cn1c2c(c(=O)n(C)c1=O)C(c1ccc(O)cc1)Nc1ccccc1O2 (configuration not stated) | 3 | 3
CC(C)NC(=O)c1onc(CSc2ccc(Cl)cc2)c1C(=O)NC(C)C | -3 | -5
CCOC(=O)C1=C(C)NC(SCC(N)=O)=C(C#N)C1c1ccncc1 (configuration not stated) | 1&-8 | -2&4
Cc1cccc([C@@H]2[C@@H]3C(=O)N(Cc4ccccc4)C(=O)[C@@H]3[C@]3(Cc4ccccc4)C(=O)N(c4cccc(Cl)c4)C(=O)N23)c1 | -6 | -9
Cc1ccc(Cl)cc1NC(=O)c1ccccn1 | -5 | 4
CCOC(=O)c1nc(C)nc(Sc2n[nH]c(-c3ccccc3)n2)c1C | 7 | -4
CN(C)CCCNc1oc(-c2ccccc2Cl)nc1S(=O)(=O)c1ccc(F)cc1 | 11 | 0
O=C(CSc1ccc2nnc(-c3cccnc3)n2n1)Nc1ccccc1F | -10 | 10
CC(C)C(C(=O)NCc1ccco1)N(C(=O)CNS(=O)(=O)c1ccccc1)C1CCCC1 (configuration not stated) | -4 | -6
Cc1c(C(=O)C(=O)N2CCN(C)CC2)c2ccccc2n1C | -4 | -1
Cc1ccc(C(=O)CN(CCC(=O)O)S(=O)(=O)c2ccc([N+](=O)[O-])cc2)cc1 | 14 | 1
CCN(c1ccccc1)S(=O)(=O)c1ccc(C(=O)NCC(=O)Nc2ccc(F)c(F)c2F)cc1 | 2 | i
Cc1ccccc1-c1nnn(Cc2cccc(S(=O)(=O)N3CCOCC3)c2)n1 | 12 | -9
O=C1CN(C(=O)c2ccccc2)c2ccccc2N1 | -6 | -6
COc1cc(CC(=O)OCC(=O)NC2CC2)cc(OC)c1OC | 9 | 0
O=[N+]([O-])c1ccc(N2CCC(O)CC2)nc1 | -6 | -5
C=CCn1c(SCC(N)=O)nnc1-c1cnccn1 | 4 | -4
O=C1NN=C(CSc2n[nH]c(=S)s2)CS1 | -7 | -5
Cn1nccc1NC(=O)Nc1cccc(Cl)c1Cl | -2 | 0
COc1ccc(C2CC(c3ccc(C(F)(F)F)cc3)=NN2c2ccc(S(N)(=O)=O)cc2)cc1 (configuration not stated) | -11 | i
Cc1[nH]nc2c1/C(=N\O)CCC2 | 11 | 6
C=CCN1C(=O)c2ccc(C(=O)N(CC)CC(=O)Nc3ccc(OC)cc3)cc2C1=O | 10 | 4
N#Cc1c(NC2CCCCC2)nc(-c2ccco2)c2c1CCCC2 | -7 | 15
